KCNQ1 act = potentiates or activates the human KCNQ1 potassium channel; P51787; CHO-K1 KCNQ1, thallium flux FluxOR fluorescence; active compounds read high; B-score at 10 µM; 310,000 tested, 0.35% active;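 active = fluorescence ratio B-score, a plate-corrected score, at least three library SD, with initial intensity B-score within 5 SD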
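Test system: CHO-K1 cells stably expressing KCNQ1 / Medium: assay buffer / Also added: depolarizing K+/Tl+ stimulus, K2SO4 and Tl2SO4 each 12.5 mM in 5x stock / Incubation: 90 min dye loading and 20 min compound exposure, both at room temperature / Signal: thallium influx via FluxOR fluorescence, kinetic imaging / Evaluation: B score of baseline-normalized fluorescence ratio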
HDAC3 inh = blocks human histone deacetylase 3; recombinant HDAC3, fluorogenic peptide/trypsin coupled, fluorescence; 320,000 tested, 0.15% active; O15379; inhibition, % at 8.3 µM; in the data active = inhibition above about 26%, passing the limit was not always enough; inconclusive = no clear call, values can overlap the other calls
Target sequence (O15379 whole entry, looked up): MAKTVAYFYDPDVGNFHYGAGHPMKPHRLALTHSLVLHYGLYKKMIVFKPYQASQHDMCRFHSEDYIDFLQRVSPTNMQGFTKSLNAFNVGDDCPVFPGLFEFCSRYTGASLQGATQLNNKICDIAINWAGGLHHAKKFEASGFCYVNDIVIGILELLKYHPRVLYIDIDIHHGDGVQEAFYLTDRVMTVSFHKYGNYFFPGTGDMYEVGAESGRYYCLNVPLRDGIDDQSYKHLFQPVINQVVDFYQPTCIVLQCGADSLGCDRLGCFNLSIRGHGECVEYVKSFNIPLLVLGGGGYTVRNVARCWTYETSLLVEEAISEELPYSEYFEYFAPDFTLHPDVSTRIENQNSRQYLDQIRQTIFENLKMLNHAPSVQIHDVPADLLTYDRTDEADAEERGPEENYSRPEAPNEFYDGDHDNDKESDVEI
RGS4 block = inhibitors of human RGS4; 310,000 tested, 0.45% active; AID 463165; HEK293 M3R/RGS4 inducible, Fluo-4 calcium flux; active compounds read high; triggered by carbachol at its EC20; B-score at 10 µM;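 active = B-score, a plate-corrected calcium signal, over three deviations above library mean, with baseline fluorescence within five deviations of library mean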;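 note: RGS4 expression induced by doxycycline in cells with stable M3 receptor; B-score is computed from the integrated fluorescence ratio over baseline after carbachol; higher B-score means a larger calcium signal and so more RGS4 inhibition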
Target sequence (P49798 whole entry, looked up): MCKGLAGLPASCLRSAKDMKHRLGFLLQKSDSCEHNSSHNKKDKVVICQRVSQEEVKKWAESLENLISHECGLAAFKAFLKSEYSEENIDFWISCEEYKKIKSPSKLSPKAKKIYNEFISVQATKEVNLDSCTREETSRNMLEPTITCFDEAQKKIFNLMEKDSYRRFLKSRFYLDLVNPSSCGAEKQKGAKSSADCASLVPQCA
TMEM16A inh = blocks the mouse calcium-activated chloride channel TMEM16A; HEK293 TMEM16A/YFP iodide influx fluorescence, ionomycin; Q8BHY3; 310,000 tested, 1.2% active; AID 588511; normalized B-score (activity score, 25-100; higher = stronger inhibition) at 10 µM;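 active = ratio plate-corrected score three or more library SD toward inhibition, starting fluorescence score within five deviations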;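 note: score derived from kinetic fluorescence span divided by baseline fluorescence per well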
KCNQ1 inh = human KCNQ1 channel inhibition; CHO-K1 KCNQ1, FluxOR thallium flux fluorescence; active compounds read high; 310,000 tested, 1.3% active; B-score at 10 µM; P51787; AID 2642;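 active = compounds whose thallium flux B-score, printed positive for inhibition, exceeds three library SD while starting fluorescence stays within three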;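 note: channel opened by potassium depolarization with thallium stimulus after 20 min compound exposure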
ANO1 activ = activates or potentiates the mouse TMEM16A chloride channel | Q8BHY3 | HEK293 TMEM16A/YFP-H148Q/I152L, iodide quench fluorescence; active compounds read low | B-score at 10 µM | 340,000 tested, 0.3% active | AID 623877;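 active = fluorescence-ratio B-score plate-corrected deviation score at least 3 library SD below zero, with starting fluorescence score within 5 deviations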;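 note: channel opened by trigger with iodide after compound preincubation; score built on the fluorescence ratio of max minus min over baseline; more negative score means more quench and so TMEM16A activation or potentiation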
SKKanGAS inh = SKKanGAS growth inhibition. S. pyogenes SKKanGAS, kanamycin growth, BacTiter-Glo, 6 h. inhibition, % at 7.5 µM. 300,000 tested, 1.3% active;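 active = mean replicate score, as percent of positive control median, at least 50; inconclusive = mean below 50 but one replicate at or above 50; inactive = mean and every replicate below 50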;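 note: strain carries kanamycin resistance gene driven by streptokinase promoter and grows in 40 µg/ml kanamycin; loss of luminescence reflects streptokinase promoter inhibition or plain growth inhibition; 0% = median of DMSO wells and 100% = positive control at its reference dose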
RGS4 act = RGS4 potentiation or activation; 310,000 tested, 0.92% active; HEK293 M3R/inducible RGS4, carbachol calcium flux Fluo4; active compounds read low; AID 463111; B-score at 10 µM;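 active = B-score of the integrated calcium signal more than 4 SD below the library mean, with starting fluorescence not abnormally high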;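 note: negative B-score means reduced calcium response which marks RGS4 activation or potentiation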
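Material: Inducible-RGS4 HEK293 cells carrying M3 receptor; also added: carbachol at ECmax as muscarinic agonist stimulus; incubation: compound preincubation 20 min at room temperature before agonist; signal: Fluo4-AM (2 µM) calcium-flux fluorescence, kinetic read; measure: integrated calcium ratio converted to B score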
KCNK9 block = inhibitors of human KCNK9 two-pore domain potassium channel; 310,000 tested, 1.2% active; Q9NPC2; HEK293 KCNK9, FluxOR thallium flux fluorescence; active compounds read low; AID 488922; B-score at 10 µM;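 active = ratio B-score over 3 SD below the library mean, with starting fluorescence within 5 SD of its mean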;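 note: negative B-score means less thallium flux so channel inhibition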
KCNK3 block = human KCNK3 channel inhibition, primary screen. O14649. CHO-KCNK3 thallium flux, FluxOR fluorescence; active compounds read low. AID 602410. B-score at 10 µM. 340,000 tested, 0.84% active;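 active = B-score under library mean minus 4 SD, starting fluorescence ratio at most library mean plus 5 SD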;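 note: more negative B-score means stronger inhibition of thallium flux through KCNK3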
Target sequence (O14649 whole entry, looked up): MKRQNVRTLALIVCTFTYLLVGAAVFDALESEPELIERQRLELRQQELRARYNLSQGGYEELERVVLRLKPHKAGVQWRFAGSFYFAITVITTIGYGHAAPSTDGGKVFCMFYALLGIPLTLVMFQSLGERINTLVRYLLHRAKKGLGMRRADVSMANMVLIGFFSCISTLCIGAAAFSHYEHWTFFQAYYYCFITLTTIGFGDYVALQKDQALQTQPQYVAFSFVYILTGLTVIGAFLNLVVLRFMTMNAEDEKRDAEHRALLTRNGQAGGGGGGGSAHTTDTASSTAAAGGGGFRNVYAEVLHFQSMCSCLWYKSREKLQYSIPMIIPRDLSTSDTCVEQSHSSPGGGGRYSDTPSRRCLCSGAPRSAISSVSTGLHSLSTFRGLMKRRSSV
hERG rescue = compounds protecting human hERG from proarrhythmic drug block. CHO-hERG, FluxOR thallium flux, dofetilide IC70 present. 310,000 tested, 0.51% active. activation (rescue from dofetilide block), less the hit threshold, % at 10 µM. AID 1511;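 active = activation above the mean of controls blocked by dofetilide plus 5 SD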;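 note: thallium influx through hERG after potassium depolarization seen as dye fluorescence rise; in these data hits start at about 4.7%; inactives centre near -7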
* marks the source's active call; other numbers are inactive results; i = inactive; ? = inconclusive.

SMILES | KCNQ1 act | HDAC3 inh | RGS4 block | TMEM16A inh | KCNQ1 inh | ANO1 activ | SKKanGAS inh | RGS4 act | KCNK9 block | KCNK3 block | hERG rescue
O=C1COc2ccc(S(=O)(=O)N3CCCC3)cc2N1 | i | 1.5 | i | i | i | i | 0.3 | i | i | i | 1.5
Cn1c(=O)oc2cc(S(=O)(=O)NCCN3CCCCCC3)ccc21 | i | -5.6 | i | i | i | i | -1.6 | i | i | i | -6.7
COc1ccc(OCC(=O)O/N=C(\N)Cc2ccc(Cl)cc2)cc1 | i | 4.4 | i | i | i | i | 5.4 | i | i | i | -2.9
O=S(=O)(c1ccc(Cl)s1)N1CCCc2cccc(O)c21 | i | 2.3 | i | i | i | i | 17.1 | i | i | i | -3.2
Cc1nc2ccccc2nc1OCC(=O)Nc1cc(C(F)(F)F)ccc1N1CCOCC1 | i | 7.2 | i | i | i | i | -10.4 | i | i | i | -3.4
C[C@H](NC(=O)c1nc[nH]c1C(=O)NCC(=O)OCc1ccccc1)C(=O)OC(C)(C)C | i | 4.2 | i | i | i | i | 3.0 | i | i | i | -16.1
CC(=O)Nc1ccc(-c2csc(NC(=O)c3ccc(C)o3)n2)cc1 | i | 0.2 | i | i | i | i | -5.3 | i | i | i | -12.1
Cc1[nH]c2ccccc2c1C(=O)C(=O)NC1CC(=O)N(c2ccc(F)cc2)C1 (stereo not given) | i | 3.0 | i | i | i | i | -18.2 | i | i | i | -11.6
O=C(c1cc(C(=O)NCCc2ccccc2)c(=O)n(CCc2ccccc2)c1)c1cc(Cl)ccc1O | i | -0.5 | i | i | 10* | i | 5.9 | i | i | i | -14.3
Cc1c(Br)c(C(=O)N2CCc3ccccc32)nn1C | i | -0.9 | i | i | i | i | 3.8 | i | i | i | -8.3

Reprinted at random: two records from the list.
SMILES | KCNQ1 act | HDAC3 inh | RGS4 block | TMEM16A inh | KCNQ1 inh | ANO1 activ | SKKanGAS inh | RGS4 act | KCNK9 block | KCNK3 block | hERG rescue
C[C@H](NC(=O)c1nc[nH]c1C(=O)NCC(=O)OCc1ccccc1)C(=O)OC(C)(C)C | i | 4.2 | i | i | i | i | 3.0 | i | i | i | -16.1
CC(=O)Nc1ccc(-c2csc(NC(=O)c3ccc(C)o3)n2)cc1 | i | 0.2 | i | i | i | i | -5.3 | i | i | i | -12.1

Continuation:
SMILES | KCNQ1 act | HDAC3 inh | RGS4 block | TMEM16A inh | KCNQ1 inh | ANO1 activ | SKKanGAS inh | RGS4 act | KCNK9 block | KCNK3 block | hERG rescue
Cc1cc(C)c(C(=O)C(C)OC(=O)c2ccc(Cl)nc2)cc1C (stereo not given) | i | 3.9 | i | i | i | i | -5.5 | i | i | i | -9.4
COc1ccc(S(=O)(=O)N2CCC(C(=O)NC3CCCCC3C)CC2)cc1 (stereo not given) | i | 5.4 | i | i | i | i | -4.3 | i | i | i | -11.8
CNC(=O)C1Cc2ccccc2CN1S(=O)(=O)c1cccs1 (stereo not given) | i | -2.0 | i | i | i | i | -8.2 | i | i | i | -8.5
COc1ccccc1OCc1ccc(C(=O)N(C)C)o1 | i | -5.8 | i | i | i | i | 0.2 | i | i | i | -0.8
CC1(C)CC(=O)C(N=Nc2cccc(S(=O)(=O)N3CCOCC3)c2)=C(O)C1 | i | -0.1 | i | i | i | i | -8.2 | i | i | i | -6.3
Cc1ccc(S(=O)(=O)NCc2ccccc2)cc1C(=O)N1CCCCCCC1 | i | -7.6 | i | i | i | i | -0.1 | i | i | i | -17.5
Cc1nn(-c2ccccc2)c(Cl)c1/C=C1\C(=O)N(C)C(=S)N1C | i | 16.3 | i | i | i | i | 32.7 | i | i | i | -10.5
COCCNC(=O)NC(=O)COC(=O)c1cc([N+](=O)[O-])ccc1Sc1nc(C)cs1 | i | -2.4 | i | i | i | i | -3.0 | i | i | i | -8.3
O=C(CN(CC1CCCO1)C(=O)CNS(=O)(=O)c1ccccc1)NCc1ccc(F)cc1 (stereo not given) | i | -0.2 | i | i | i | i | -2.2 | i | i | i | -2.5
CCOc1cc(Br)cc(/C=C2\SC(=Nc3ccccc3)NC2=O)c1O | i | 10.5 | i | i | 6* | i | 24.5 | i | i | i | 1.5
O=C(c1ccc(C(F)(F)F)cc1)C1CCCN(C(=O)CCc2cnccn2)C1 (stereo not given) | i | -3.0 | i | i | i | i | -0.3 | i | i | i | -5.7
O=C(Cn1c(=O)sc2ccccc21)Nc1ccc(S(=O)(=O)N2CCCCC2)cc1 | i | 0.7 | i | i | i | i | -5.0 | i | i | i | -14.5
CCCn1c(N)c(N(CCOC)C(=O)c2cccc(S(=O)(=O)N3CCCc4ccccc43)c2)c(=O)[nH]c1=O | i | 2.5 | i | i | i | i | 14.1 | i | i | i | -14.9
COCCCNc1nc(N)c([N+](=O)[O-])c(Nc2ccccc2OC)n1 | i | 1.8 | i | i | i | i | 4.4 | i | i | i | -12.1
Cn1cc(C(=O)Nc2ccc(C#N)cc2)c2ccccc2c1=O | i | -2.3 | i | i | i | i | -10.7 | i | i | i | -0.2
CC1(C)CN(c2ccc(CC#N)cc2)C1=O | i | 2.5 | i | i | i | i | 2.5 | i | i | i | -9.1
Cc1ccc(CN(CC2CCCO2)C(=O)CN2C(=O)C(C(C)C)Oc3ccccc32)o1 (stereo not given) | i | 6.6 | i | i | i | i | 9.5 | i | i | i | -15.8
COC(=O)c1c(NC(=O)c2ccco2)sc2c1C(C(=O)OC)CC2 (stereo not given) | i | -4.7 | i | i | i | i | 7.7 | i | i | i | 3.2
C1=CCC(CN2CCNCC2)CC1 (stereo not given) | i | ? | i | i | i | i | 5.5 | i | i | i | -2.2
CC(C)c1nc2c([nH]1)c(=O)n(C)c(=O)n2C | i | -1.9 | i | i | i | i | -1.9 | i | i | i | -3.1
O=C(Cc1cccs1)N/N=C/c1ccco1 | i | 2.7 | i | i | i | i | 76.9* | i | i | i | -3.3
CCC(=O)c1ccc(N2CCC(C)CC2)c(F)c1 | i | 5.4 | i | i | i | i | 18.1 | i | i | i | -6.6
O=C(NCCCO)C(=O)c1c(-c2ccccc2)cc2ccccn12 | i | 6.7 | i | i | i | i | 3.7 | i | i | i | -14.2
O=C(CN1CCN(S(=O)(=O)c2ccc(F)cc2)CC1)Nc1ccc(F)cc1F | i | 2.1 | i | i | i | i | -1.0 | i | i | i | -6.7
CCOC(=O)C1CCN(c2ccc(C(=O)O)cc2[N+](=O)[O-])CC1 | i | 2.0 | i | i | i | i | 2.0 | i | i | i | -2.9
O=c1cc(CN2CCN(c3cccc(Cl)c3)CC2)c2cc3c(cc2o1)CCCC3 | i | -6.6 | i | i | i | i | 4.3 | i | i | i | -5.3
CC(NC(=O)c1cc(F)c(F)c(F)c1F)c1ccc(-n2ccnc2)cc1 (stereo not given) | i | -14.7 | i | i | i | i | -0.6 | i | i | i | -8.1
COc1ccc2cc(C(C)=O)c(=O)oc2c1 | i | -1.5 | i | i | i | i | 3.5 | i | i | i | -3.1
O=C(COC(=O)C1CCN(c2ccc(C(F)(F)F)cn2)CC1)Nc1cccc(F)c1 | i | -0.7 | i | i | i | i | -4.9 | i | i | i | -6.5
COc1ccc(/C=N\NC(=O)c2ccccc2)cc1COc1ccc(F)cc1 | i | -2.1 | i | i | i | i | 2.9 | i | i | i | -12.4
Cc1nn(-c2ccccc2)nc1C(=O)NNC(=O)c1ccc(C(F)(F)F)cc1 | i | 2.9 | i | i | i | i | 1.1 | i | i | i | -4.0
O=C(Nc1ccc2oc(-c3ccccc3Cl)nc2c1)c1cncc(Br)c1 | i | 1.0 | i | i | i | i | -1.8 | i | i | i | -13.3
Cc1ccc(NC(=O)CN(C)C(=O)c2cccc(Br)c2)cc1 | i | 0.9 | i | i | i | i | -4.9 | i | i | i | -1.7
COc1cc(OC)c2c(-c3ccccc3)cc(=O)oc2c1C(CC(=O)N1CCN(c2ccccc2)CC1)c1ccc(N(C)C)cc1 (stereo not given) | i | 2.4 | i | i | i | i | 19.5 | i | i | i | -7.0
CSCC[C@H](N)C(=O)N1CCC(C(=O)N[C@@H](C)C(=O)NCc2ccc(F)cc2)CC1 | i | -2.4 | i | i | i | i | 0.3 | i | i | i | -2.5
COc1cccc(-c2cccc(NC(=O)C3CCN(Cc4ccc(CO)o4)CC3)c2)c1 | i | -13.5 | i | i | i | i | -7.0 | i | i | i | -5.7
Cc1cc(=O)oc2cc(OC(C)C(=O)NCc3ccccn3)ccc12 (stereo not given) | i | -10.9 | i | i | i | i | -6.6 | i | i | i | -7.4
COC(=O)c1cc2oc3ccccc3c2n1CC(=O)N1CCCc2ccccc21 | i | -4.7 | i | i | i | i | 13.5 | i | i | i | -7.7
Cc1ccc(-n2c(SCC(=O)NCCN3C(=O)CSC3=O)nnc2-c2ccccc2F)cc1 | i | 5.0 | i | i | i | i | 4.3 | i | i | i | -4.9
CCc1cc(C(=O)COc2ccc(F)cc2)c(O)cc1O | i | 4.9 | i | 100* | i | i | -2.5 | i | i | i | -39.9
CCOc1c(Br)cc(CNC2CCCCCCC2)cc1OC | i | -4.7 | i | i | i | i | -5.6 | i | i | i | -11.7
CC(=O)c1ccc(N2CCN(C(=O)c3nn(Cc4ccccc4)c(=O)c4ccccc34)CC2)cc1 | i | 0.4 | i | i | i | i | 0.8 | i | i | i | -12.4
O=C(Cn1nnc(-c2ccc([N+](=O)[O-])cc2)n1)NNC(=O)c1ccccc1 | i | 2.7 | i | i | i | i | -2.9 | i | i | i | -3.8
O=C(O)c1cc2n(n1)CCN(Cc1ccccc1Cl)C2=O | i | -1.3 | i | i | i | i | -2.4 | i | i | i | -1.3
COc1cc(NC(=O)c2cc3c(Cl)nc4ccccc4c3s2)cc(OC)c1OC | i | 2.5 | i | i | i | i | 31.3 | i | i | i | -11.2
Cc1cccc(C(=O)C2CCOC(C)(C)C2)c1 (stereo not given) | i | -8.5 | i | i | i | i | -2.4 | i | i | i | -6.6
CCOC(=O)N1CCN(S(=O)(=O)c2cc(Cl)c(OC)cc2Cl)CC1 | i | 1.3 | i | i | i | i | 1.7 | i | i | i | -6.4
CCCCCCCCCCCC(=O)NC(C(=O)OCC)C(O)c1cccc([N+](=O)[O-])c1 (stereo not given) | i | -3.3 | i | i | i | i | 7.3 | i | i | i | -2.0

Screens from PubChem BioAssay.
